aSyn yeast rescue = inhibitors of alpha-synuclein toxicity in yeast; Potency, µM (series often up to 46.1 µM), for inactives: at the highest dose growth rescue (activation), most hits filed as activators; 94,000 compounds, 0.02% hits; S. cerevisiae alpha-synuclein toxicity rescue, BacTiter-Glo growth, 24 h; active means well fitted activation curve with a large enough effect; inconclusive means small, poorly fitted or top-dose-only effect; further: 0% is about no effect
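Growth restoration measured by BacTiter-Glo luminescence after 24 hr at 30 deg C; alpha-synuclein yeast, raffinose-pregrown to mid-log, were added at OD600=0.02 in galactose medium onto pinned compounds.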
Starred values were filed as active, the others as inactive; ? = inconclusive; [ ] = dose if it differs, or a comment. Potency means the concentration at half of the fitted maximal effect.

no.	compound	aSyn yeast rescue
1	COc1cccc(CNC(=O)C(C)n2c(=O)cc(-c3ccccc3)c3c(C)nn(C)c32)c1 (stereo not given)	-10.9%
2	O=C(c1ccccc1)c1ccc(COC(=O)c2cnccn2)cc1	-8.7%
3	CCCNC(=O)CCn1nc(-c2ccc(C)cc2)c2ccccc2c1=O	10.8%
4	COc1ccc(C)cc1NC(=O)CN1C(=O)CSc2ccc(S(=O)(=O)N3CCCC3)cc21	-7.5%
5	CCOc1ccc(OCC)c(NC(=O)c2cc(-c3cccs3)nc3ccccc23)c1	3.5%
6	CCCCn1c(=O)c2oc3ccccc3c2n(CC(=O)Nc2ccc(CC)cc2)c1=O	8.7%
7	CC(=O)N1CCCc2cc(S(=O)(=O)N3CCC(C(=O)NCc4ccccc4Cl)CC3)ccc21	2.0%
8	CCN(CC)S(=O)(=O)c1ccc(NC(=O)c2c(C)oc3ncnc(N4CCOCC4)c23)cc1	-1.7%

Molecules above that contain four or more nitrogen atoms:
no.	compound	aSyn yeast rescue
1	COc1cccc(CNC(=O)C(C)n2c(=O)cc(-c3ccccc3)c3c(C)nn(C)c32)c1 (stereo not given)	-10.9%
8	CCN(CC)S(=O)(=O)c1ccc(NC(=O)c2c(C)oc3ncnc(N4CCOCC4)c23)cc1	-1.7%

The results go on.
no.	compound	aSyn yeast rescue
9	CCCCn1c(NCc2ccccc2O)nc2ccccc21	-4.1%
10	Cc1cccc(NC(=O)Cn2nnc(C(=O)Nc3ccccc3Br)c2N)c1C	2.8%
11	CC(C)(C)NC(=O)CSc1nc2ccccc2c(=O)[nH]1	2.6%
12	Cc1cc(C)c(NC(=O)Cn2c(=O)nc(-c3ccccc3)c3cc(Cl)ccc32)c(C)c1	-0.4%
13	COc1ccc(-c2cc(C(=O)N(C)CC(=O)Nc3cccc(F)c3)c3ccccc3n2)cc1OC	-0.7%
14	Cc1ccc(SCC(=O)Nc2ccc3oc(-c4cccc(C)c4)nc3c2)cc1	12.0%
15	CCOC(=S)SCC(=O)Nc1nc(C)c(C)s1	-9.4%
16	CCOC(=O)C(CC)Sc1ccc2nnc(CCNS(=O)(=O)c3ccc(C)cc3)n2n1 (stereo not given)	4.8%
17	Cc1cccc(OC(C)C(=O)Nc2nc(-c3ccncc3)cs2)c1 (stereo not given)	1.6%
18	O=C(c1cc(-c2ccc(Br)cc2)n[nH]1)N1CCN(S(=O)(=O)c2ccc(Cl)s2)CC1	2.6%
19	COc1ccc(C(C(=O)NCc2ccccc2)N(C(=O)Cn2nnc3ccccc32)c2ccc(OC)cc2)cc1 (stereo not given)	0.6%
20	CNC[C@H]1OCCCC[C@H](C)Oc2ccc(NC(=O)CCCN(C)C)cc2C(=O)N([C@H](C)CO)C[C@@H]1C	8.1%
21	COc1ccc(NC(=O)CN(c2ccc(C)cc2)S(=O)(=O)c2cccs2)cc1OC	1.4%
22	COc1ccc([N+](=O)[O-])cc1N(CC(=O)Nc1ccccc1C(=O)N1CCCC1)S(C)(=O)=O	3.8%
23	Cc1nn(C)c(C)c1NC(=O)c1ccc(Br)o1	-2.6%
24	C1=C\CCC2(OCCO2)C2(CC/1)OCCO2	0.9%
25	CCOc1ccc(NC(=O)CN2C(=O)C(c3ccc(Cl)cc3)=NC2(C)C)cc1	4.0%
26	Cc1cccc(NC(=O)CN2C(=O)CSc3ccc(S(=O)(=O)N4CCCC4)cc32)c1C	-4.0%
27	Cc1ccc(-c2nnn(CC(=O)N(CCCO)C(C(=O)NC3CCCC3)c3ccc(F)cc3)n2)o1 (stereo not given)	-2.9%
28	Cn1c(=O)c2c(nc(N3CCCCCC3)n2CCSc2nc3ccccc3o2)n(C)c1=O	-4.7%
29	COc1ccc(-c2nc(C)c(CCNC(=O)c3cccc(C)c3)s2)cc1OC	5.1%
30	CCC(Cc1ccccc1)NC(=O)c1ccc2nc(N3CCC(C)CC3)sc2c1 (stereo not given)	1.7%
31	COC(=O)c1sccc1S(=O)(=O)N1CCN(c2cc(Cl)ccc2C)CC1	?
32	COC(=O)c1c(NC(=S)NC(=O)c2ccco2)sc2c1CCCC2	-6.6%
33	O=C(O)/C=C(\Oc1ccccc1)C1(O)CCCCC1	9.7%
34	COCCn1c(SCC(=O)c2c(C)[nH]c3ccccc23)nc2cc(C(=O)NC(C)C)ccc2c1=O	0.2%
35	CCN(CC)C(=O)Cn1c(=O)n(-c2ccc(Cl)cc2)c(=O)c2c3c(sc21)CCCCC3	2.1%
36	CC(C)NC(=O)COc1nncc2ccccc12	1.3%
37	N#Cc1c(-c2ccccc2)c(C#N)c2nc3ccccc3n2c1N	-10.3%
38	Cc1ccc(C)c(CN2C(=O)c3ccccc3Sc3ccc(C(=O)NCc4ccco4)cc32)c1	7.2%
39	COc1ccc(C(=O)N/C(=C/c2cccs2)C(=O)N2CCN(C)CC2)cc1	-0.5%
40	CCCCN(CC)C(=O)CSc1c2c(nc3ccc(Cl)cc13)CCCC2	12.1%
41	Cc1ccc(C(=O)CSc2nnc(-c3ccccc3)n2-c2ccccc2)cc1	2.0%
42	O=C(CN1C(=O)c2ccccc2S1(=O)=O)NCCSCc1ccccc1Cl	0.5%
43	CN(C)Cc1cc(OCc2ccccc2)cc(CN(C)C)c1O	-0.8%
44	CCCCOc1ccc(CNC(=O)c2cc3n(n2)CCCN(Cc2ccc(C)cc2)C3=O)cc1	1.9%
45	O=S(=O)(c1ccccc1)c1nc(Cc2ccccc2)oc1N1CCOCC1	-3.5%
46	COc1cccc(NC(=O)c2oc3ccccc3c2NC(=O)c2ccccc2C)c1	-3.1%
47	O=[N+]([O-])c1ccc2nc(-c3ccc(OC(F)F)cc3)cn2c1	-4.0%
48	CCOc1ccc(NC(=O)C(C)n2c(=O)cc(-c3ccccc3)c3c(C)nn(C)c32)cc1 (stereo not given)	2.9%
49	CC(Sc1nnc(-c2ccco2)n1C)C(=O)Nc1ccc(N2CCOCC2)cc1 (stereo not given)	2.6%
50	COC(=O)c1ccc(Cn2nnc3sc4c(c3c2=O)CCC(C)C4)cc1 (stereo not given)	10.4%
51	O=C(Nc1nc2c(F)cccc2s1)c1ccc([N+](=O)[O-])o1	-3.9%
52	COc1ccc(NC(=O)C(NC(=O)C2CCC(C)CC2)C(C)C)cc1 (stereo not given)	-3.3%
53	CC(C(=O)NC1CCCC1)N(c1ccc(Oc2ccccc2)cc1)S(C)(=O)=O (stereo not given)	5.9%
54	COc1cc2c(cc1OC)CN(C(=O)c1cc(COc3ccccc3SC)on1)CC2	1.7%
55	CC1CCN(S(=O)(=O)c2ccc3c(c2)oc(=O)n3CC(=O)NCc2ccc(F)cc2)CC1	-3.2%
56	Cc1[nH]c2ccccc2c1SCC(=O)N1CCN(c2ccccc2)CC1	-9.3%
57	CC(=O)N/C(=C\c1ccccc1)C(=O)OCc1cc(C)ccc1C	0.3%
58	COCCNC(=O)C(=O)NCC(c1ccc2c(c1)OCO2)N1CCOCC1 (stereo not given)	-7.5%
59	COc1ccc(NCc2cc3cc4c(cc3n(CC(=O)Nc3ccc(C)cc3C)c2=O)OCO4)cc1	1.3%
60	Cc1cc(SCC(=O)NCc2ccc(F)cc2)nc(=O)[nH]1	0.7%
61	CCc1ccc(S(=O)(=O)Nc2cc3c(cc2N2CCOCC2)n(C)c(=O)c(=O)n3C)cc1	0.7%
62	COc1ccc(CCC(=O)NCCc2csc(-c3ccc(Cl)cc3)n2)cc1	2.5%
63	O=C(NCc1ccccc1)c1ccccc1Br	-5.2%
64	CC(=O)c1cccc(NC(=O)CSc2nc(=O)n(Cc3ccccn3)c3c2CCC3)c1	7.7%

(continued)
no.	compound	aSyn yeast rescue
65	CCC1=NN(C(=O)COc2ccccc2)C(O)(c2ccncc2)C1 (stereo not given)	-55.2%[inhibitor]
66	COc1cccc(C2C(=O)N(C3CCCCC3)CC(=O)N2Cc2ccc(Cl)cc2)c1 (stereo not given)	2.9%
67	COc1ccc(-n2ccn(Cc3ccc(C)cc3)c(=O)c2=O)cc1OC	-6.4%
68	COc1ccc(CCC(=O)NC2CC(=O)N(c3cccc(F)c3)C2)cc1 (stereo not given)	-9.9%
69	Cc1cc(C)cc(-n2c(SCC(N)=O)nc3c([nH]c4ccccc43)c2=O)c1	0.0%
70	CC(=O)c1ccc(NC(=O)c2ccn(C(=O)OCC(C)C)n2)cc1	-9.6%
71	NS(=O)(=O)c1ccc(NC(=O)c2ccc(COc3ccccc3)o2)cc1	1.1%
72	CCOC(=O)C1CCN(c2ccc(Cl)nn2)CC1	-5.1%

By substructure: those above containing bromine.
no.	compound	aSyn yeast rescue
10	Cc1cccc(NC(=O)Cn2nnc(C(=O)Nc3ccccc3Br)c2N)c1C	2.8%
18	O=C(c1cc(-c2ccc(Br)cc2)n[nH]1)N1CCN(S(=O)(=O)c2ccc(Cl)s2)CC1	2.6%
23	Cc1nn(C)c(C)c1NC(=O)c1ccc(Br)o1	-2.6%
63	O=C(NCc1ccccc1)c1ccccc1Br	-5.2%

Later entries
no.	compound	aSyn yeast rescue
73	Cc1ccc2cccc(NC(=O)C(C)Oc3ccc(C)c(C)c3)c2n1 (stereo not given)	3.6%
74	COc1ccc(N2C(=O)CC(N(C)CCc3ccc(OC)c(OC)c3)C2=O)cc1 (stereo not given)	-63.3%[inhibitor]
75	COc1ccc(CN2C(=O)C(CC(=O)NC3CCCCC3)CC(C(=O)N(C(C)C)C(C)C)=C2C)cc1 (stereo not given)	-9.7%
76	Cc1cccc(NC(=O)NC(C)C(c2cccs2)N2CCOCC2)c1 (stereo not given)	5.4%
77	CCc1ccc(C(=O)COC(=O)c2cc([N+](=O)[O-])ccc2N2CCOCC2)cc1	5.6%
78	COc1ccc(-c2[nH]ncc2CN(C)C(C)c2cccs2)c(F)c1 (stereo not given)	7.5%
79	CC(c1ccon1)N(C)Cc1cn[nH]c1-c1ccc(F)cc1F (stereo not given)	0.2%
80	O=C(N/N=C/C=C/c1ccccc1)c1ccncc1	1.8%
81	CCN(CC)S(=O)(=O)c1ccc(Cl)c(NC(=O)COC(=O)c2cccn2C)c1	9.1%
82	CCn1c(SCC(=O)Nc2nc(C)cs2)nnc1-c1ccncc1	8.3%
83	O=C(COC(=O)/C=C/c1ccccc1)Nc1ccc(Cl)cn1	-6.9%
84	CCOC(=O)c1ccc(NS(=O)(=O)c2ccc3c(c2)n(C)c(=O)n3C)cc1	4.3%
85	CCCN(CCC)CCNC(=O)c1sc2nc3n(c(=O)c2c1C)CCCCC3	4.0%
86	CCOC(=O)CNC(=O)c1ccc(-c2nn(C)c(=O)c3ccccc23)cc1	1.0%
87	Cc1c(C#N)c(O)[nH]c(=O)c1N=Nc1ccc(S(N)(=O)=O)cc1	-2.0%
88	COc1cc2[nH]c3c(=O)n(CCN4CCOCC4)cnc3c2cc1OC	-5.2%
89	COc1ccc(NC(=O)c2ccc(CNc3c(N4CCCC4)c(=O)c3=O)cc2)cc1Cl	-16.0%
90	COc1ccc([C@H]2C[C@H](n3cc(-c4ccc(F)cc4)nn3)[C@@H](O)CN2CC2CCCCC2)cc1	1.2%
91	COC(=O)c1cc2occc2n1CC(=O)Nc1ccc(C(C)C)cc1	-0.5%
92	CC(=O)c1ccc(N2C(=O)Nc3ccccc3S2(=O)=O)cc1	0.6%
93	N#Cc1ccc(NN=Nc2ccccc2C#N)cc1	-6.0%
94	COc1ccc(C)cc1NS(=O)(=O)c1ccc2c3c(cccc13)C(=O)N2	-8.0%
95	Cc1ccc(C(c2sc3nc(-c4ccco4)nn3c2O)N2CCOCC2)cc1 (stereo not given)	6.7%
96	COc1cccc(C2CC(=O)Nc3c2c(=O)nc2c(C)cccn32)c1 (stereo not given)	8.1%
97	COc1ccc(C2C(C(C)=O)=C(O)C(=O)N2c2ccccn2)cc1 (stereo not given)	8.8%
98	CNC(=O)c1c(NC(=O)c2cc(=O)c3ccccc3o2)sc2c1CCC2	5.5%
99	Cc1ccc(N2C(=O)C3C4C=CC(CNC(=S)N5CCN(c6cccc(C)c6)C(C)C5)(O4)C3C2=O)cc1 (stereo not given)	-10.8%
100	COc1ccc(N2C(=O)CC(Sc3nc4c(cc3C#N)CCC4)C2=O)cc1 (stereo not given)	-8.6%
101	Cc1ccc2onc(CNC(=O)N3CCN(c4cccc(C)c4C)CC3)c2c1	3.9%
102	CCOC(=O)c1c(C)oc2ncnc(Nc3ccc(OC)cc3OC)c12	0.3%
103	CCOc1ccc(-c2cnc(NCc3cccc(Cl)c3)n2C)cc1	7.7%
104	O=C(Nc1ccc2c(c1)C(=O)OC2)c1ccc(Cl)cc1	7.4%
105	COc1ccc(C2=NS(=O)(=O)N(C)C(C(=O)N3C(C)CCCC3C)=C2)cc1 (stereo not given)	6.8%
106	CSc1ccc(S(=O)(=O)N2CCC(C(=O)Nc3ccc(C(N)=O)cc3)CC2)cc1	14.7%
107	Cc1ccc(N(CC(=O)NCc2ccc3c(c2)OCO3)S(=O)(=O)c2c(C)noc2C)cc1	0.3%
108	COc1ccc(CN(CC(=O)NCC2CCCO2)C(=O)CNS(=O)(=O)c2ccccc2)cc1 (stereo not given)	0.0%
109	CCc1ccc(-n2c(=O)c3c(C)c(C(=O)N(C)C)sc3n(Cc3ccccc3C#N)c2=O)cc1	2.2%
110	O=S(=O)(NCCc1csc(-c2cccnc2)n1)c1ccc2c(c1)OCCO2	-2.5%
111	CCOc1cccc(CC(=O)N2CCc3c([nH]c4ccccc34)C2c2ccc(F)cc2)c1OCC (stereo not given)	14.6%
112	NC(=O)c1ccccc1NC(=O)C(c1ccccc1)c1ccccc1	0.4%
113	COc1ccc(O)c(C(=O)c2cnn(-c3ccccn3)c2)c1	-11.4%
114	CCN1C(=O)C(Cc2nc3ccccc3c(=O)n2-c2cccc(C)c2)c2ccccc21 (stereo not given)	17.7%
115	COc1ccc(C(C)=O)cc1COC(=O)c1cc2ccccc2cc1O	-14.0%

Compound activity from PubChem BioAssay.

These rows are one share of the data; rates above refer to the full screens.
